AddAB inh: less growth of phage-infected E. coli with AddAB. E. coli expressing H. pylori AddAB, absorbance growth. inhibition, % at 11.9 µM. 330,000 tested, 0.29% active; in the data active = inhibition above about 12%;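 note: 0% = vehicle wells of infected cells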
HTR5A inv ctr: HTR5A inverse agonism, opioid heterodimer counter-screen; inhibition, % at 9.3 µM; 340,000 tested, 0.083% active; HTR5A cell line, luminescence; P47898; in the data active = inhibition mostly above about 23%, no sharp cut-off; inactive = mostly below about 18%;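 note: 0% = cells with DMSO and 100% = no-cell wells with DMSO; some compounds called inactive have numbers as strong as hits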
MOR-DOR ag: OPRM1-OPRD1 heterodimerization agonism. P35372+P41143. AID 504326. cells, luminescence. activation, % at 9.3 µM. 340,000 tested, 0.3% active; in the data active = activation above about 18%;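 note: 0% = vehicle-treated cells and 100% = reference agonist; values of inactives mirror those of a sister screen read the other way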
phage Ecoli inh: E. coli growth loss with phage present; growth absorbance; inhibition, % at 11.9 µM; 360,000 tested, 0.26% active; AID 651602; in the data active = inhibition above about 11%
PfHsp90 yeast 2: inhibits growth of yeast expressing Plasmodium falciparum Hsp90; S. cerevisiae expressing PfHsp90, BacTiter-Glo ATP, 48 h; yeast lacking PDR1 and PDR3 efflux regulators; inhibition, % at 9.4 µM; 310,000 tested, 0.32% active; AID 504621;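 active = every replicate shows inhibition above about 80%, whatever the replicate mean, limit read from the data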;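 note: 0% = DMSO neutral controls and 100% = 20 µM radicicol positive controls; yeast relying on Plasmodium falciparum Hsp90 in place of its own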
SUMO Mot1 rescue: SUMOylation pathway inhibition by Mot1-301 growth rescue. 320,000 tested, 1% active. S. cerevisiae Mot1-301 growth rescue, ATP luminescence, 38.5C; percent above DMSO median, 100 means doubled. growth rescue, % at 18.8 µM;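 active = every valid replicate shows activation above 250% relative to neutral control wells; inactive = the rest, any valid replicate at or below 250%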;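 note: OY570 slx delta 5 strain wells were the positive control but not used for scaling; some compounds called inactive have numbers as strong as hits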
Pemphigus Ab inh: human desmoglein-3 autoantibody binding inhibition; P32926; DSG3-coupled beads, scFv-anti-DSG3-GFP binding, flow cytometry; active compounds read low; binding (percent of control), % at 10 µM; 310,000 tested, 0.48% active; AID 588358;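 active = binding more than 3 SD below its plate's average and above zero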;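 note: hits lower antibody fragment binding to DSG3; some compounds called inactive have numbers as strong as hits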
Target sequence (P32926 whole entry, looked up, the tested form may be a part): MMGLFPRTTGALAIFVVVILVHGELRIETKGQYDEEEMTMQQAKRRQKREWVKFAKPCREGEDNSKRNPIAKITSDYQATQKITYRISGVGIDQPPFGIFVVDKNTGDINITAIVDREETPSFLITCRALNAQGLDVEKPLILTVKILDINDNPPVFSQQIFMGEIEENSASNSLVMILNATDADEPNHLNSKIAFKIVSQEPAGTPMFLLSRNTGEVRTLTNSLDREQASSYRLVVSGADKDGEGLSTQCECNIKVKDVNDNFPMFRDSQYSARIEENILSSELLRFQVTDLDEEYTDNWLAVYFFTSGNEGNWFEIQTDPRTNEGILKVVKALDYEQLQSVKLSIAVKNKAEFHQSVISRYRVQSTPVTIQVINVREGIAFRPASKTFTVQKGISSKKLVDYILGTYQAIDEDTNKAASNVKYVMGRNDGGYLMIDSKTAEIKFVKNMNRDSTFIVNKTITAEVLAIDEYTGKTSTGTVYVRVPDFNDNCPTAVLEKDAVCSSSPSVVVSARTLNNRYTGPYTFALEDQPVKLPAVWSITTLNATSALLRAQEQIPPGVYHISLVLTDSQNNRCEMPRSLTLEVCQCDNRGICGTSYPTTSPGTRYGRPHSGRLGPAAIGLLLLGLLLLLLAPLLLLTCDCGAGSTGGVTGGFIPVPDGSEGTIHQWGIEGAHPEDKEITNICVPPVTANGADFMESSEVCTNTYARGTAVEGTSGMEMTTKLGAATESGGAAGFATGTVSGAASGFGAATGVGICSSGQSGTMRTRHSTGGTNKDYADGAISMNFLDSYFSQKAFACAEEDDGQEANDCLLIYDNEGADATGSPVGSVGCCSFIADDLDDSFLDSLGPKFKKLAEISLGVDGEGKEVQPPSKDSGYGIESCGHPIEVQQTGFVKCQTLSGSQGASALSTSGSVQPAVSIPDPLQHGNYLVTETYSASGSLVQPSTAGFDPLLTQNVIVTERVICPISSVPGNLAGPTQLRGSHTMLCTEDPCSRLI
OPRM1-OPRD1 inv: inverse agonist of human OPRM1-OPRD1 heterodimerization; AID 504357; cell-based MOR-DOR heterodimer luminescence, inverse agonism; 340,000 tested, 0.21% active; inhibition, % at 9.3 µM; in the data active = inhibition above about 22%, passing the limit was not always enough;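 note: 0% = cells with DMSO and 100% = wells without cells with DMSO; values of inactives mirror those of a sister screen read the other way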
HTR5A ag ctr: counter-screen for OPRM1-OPRD1 agonists: human HTR5A agonism. P47898. HTR5A agonist assay, luminescence, cell-based. activation, % at 9.3 µM. 340,000 tested, 0.61% active. AID 504692; in the data active = activation mostly above about 9.5%, no sharp cut-off; inactive = mostly below about 7.6%;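 note: 0% = cells with vehicle only and 100% = reference agonist; strong numbers were not always called active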
Ecoli viability: counter-screen for AddAB inhibitors: E. coli growth inhibition. inhibition, % at 11.9 µM. AID 449728. 330,000 tested, 0.27% active. E. coli V3065 growth, OD600 absorbance, 18 h;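 active = inhibition above the campaign's mean inhibition across all tested compounds plus 3 SD, cut at about 9.9% in these data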;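 note: uninfected addAB+ strain grown without phage in ampicillin broth; 0% = DMSO wells and 100% = ciprofloxacin 0.95 µg/ml wells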
PKA-R1A act: activators of PKA-R1A complex. PKA-R1A dissociation, Cy5-IP20 fluorescence polarization; scaled: DMSO 0%, 113 µM cGMP 100%. activation, % at 11.4 µM. P00514+P68181. 340,000 tested, 0.083% active;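 active = percent activation above the mean of all tested compounds plus 3 SD, cut at about 19% in these data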;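 note: higher means more PKAc released from R1A so a rise in polarization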
* = called active by the depositor; / = not tested or not shown.

SMILES | AddAB inh | HTR5A inv ctr | MOR-DOR ag | phage Ecoli inh | PfHsp90 yeast 2 | SUMO Mot1 rescue | Pemphigus Ab inh | OPRM1-OPRD1 inv | HTR5A ag ctr | Ecoli viability | PKA-R1A act
N#Cc1cccc(NC(=O)CCNC(=O)c2ccccc2Cl)c1 | -0.1 | -5 | -1.8 | -0.2 | 8 | -1 | 97 | 9 | 1 | 3.5 | 3
Cc1ccc(C(=O)N2[C@@H]3CN(C)C(=O)[C@@]2(Cc2ccccc2)[C@H]2C(=O)N(Cc4ccccc4)C(=O)[C@@H]32)cc1 | / | -19 | -2.4 | 0.4 | 6 | / | 101 | 14 | 6 | / | -1
COc1ccc(Cl)cc1Nc1nc(C)cc(=O)[nH]1 | 6.6 | -7 | -2.0 | -0.2 | 22 | -8 | / | 8 | 1 | -1.9 | 0
Cc1ccc2nc3n(c(=O)c2c1)CCC3 | -2.8 | 16 | -1.3 | 1.9 | 17 | -10 | 98 | 8 | 3 | -3.9 | -8
COCCN(C(=O)COC(=O)/C=C/c1ccc(OC)c(OC)c1)c1c(N)n(Cc2ccccc2)c(=O)[nH]c1=O | -0.8 | -3 | -4.0 | 3.4 | / | 3 | 105 | 21 | 1 | -0.2 | 0
COC(=O)C1=CN(CCCN2CCCC2=O)C=C(C(=O)OC)C1c1cccs1 | 1.9 | 3 | -2.6 | 2.4 | 16 | 1 | / | 13 | -1 | 1.4 | 1
O=C(c1ccc(C#Cc2ccccc2)o1)N1CCN(c2ccccn2)CC1 | 2.8 | -4 | -1.6 | 2.2 | -6 | 24 | 106 | 9 | 2 | -0.7 | -19
O=C(NCCC1=CCCCC1)C(=O)NCCc1ccc(Cl)cc1 | 4.7 | -11 | 0.4 | 1.3 | -8 | -6 | 103 | -2 | 4 | 5.2 | -6
O=C(OCCOc1ccccc1Cl)c1ccc(-n2cnnn2)cc1 | 0.7 | 5 | 0.2 | 3.0 | 19 | 16 | / | -1 | -1 | 0.7 | -14
Cc1oc2ccccc2c1CC(=O)NCCCN(C)C | 0.2 | / | / | 1.4 | -10 | -1 | 91 | / | / | -0.2 | /
CC(C)(C)C1CCC(C(=O)Nc2ccccc2N2CCOCC2)CC1 (stereo not given) | 2.3 | -7 | 6.2 | 1.7 | / | -1 | 101 | -24 | -1 | -2.4 | -2
Cc1ccc(CNS(=O)(=O)NCc2ccccc2)cc1 | -0.1 | 13 | 1.1 | 2.5 | -19 | -19 | / | -5 | 2 | 1.1 | -6
c1ccc2c(c1)C(=NCC1CCCO1)NC2=NCC1CCCO1 (stereo not given) | -1.4 | -10 | -1.5 | -0.5 | -5 | 34 | 79 | 8 | -1 | 1.2 | 4
CC(=O)c1ccc(OCC(=O)Nc2c(C)nn(-c3ccccc3)c2C)cc1 | 0.7 | -2 | -1.5 | 3.7 | 11 | 7 | 105 | 10 | -2 | -0.1 | -3
CC(Oc1ccccc1F)C(=O)NNC(=O)c1cccc(S(=O)(=O)N2CCN(C)CC2)c1 (stereo not given) | -0.5 | -11 | -3.8 | 0.0 | / | 82 | 100 | 15 | 1 | 2.1 | -4

Quoted from the listing.
`O=C(NCCC1=CCCCC1)C(=O)NCCc1ccc(Cl)cc1` in AddAB inh has 4.7
`Cc1oc2ccccc2c1CC(=O)NCCCN(C)C` in Ecoli viability has -0.2
`CC(C)(C)C1CCC(C(=O)Nc2ccccc2N2CCOCC2)CC1` (stereo not given) in Ecoli viability has -2.4
`COCCN(C(=O)COC(=O)/C=C/c1ccc(OC)c(OC)c1)c1c(N)n(Cc2ccccc2)c(=O)[nH]c1=O` in HTR5A inv ctr has -3

Further compounds follow.
SMILES | AddAB inh | HTR5A inv ctr | MOR-DOR ag | phage Ecoli inh | PfHsp90 yeast 2 | SUMO Mot1 rescue | Pemphigus Ab inh | OPRM1-OPRD1 inv | HTR5A ag ctr | Ecoli viability | PKA-R1A act
COc1ccc(CCCC(=O)NCCc2ccccc2)cc1 | / | 10 | -3.0 | 3.3 | -18 | 55 | 100 | 14 | -3 | / | 3
COc1ccc(C(=O)OCC(=O)c2ccc[nH]2)cc1 | -0.4 | 11 | 1.6 | 1.9 | -10 | -11 | 99 | -6 | -4 | 1.2 | 0
CCOC(=O)CCC(=O)Nc1ccc([N+](=O)[O-])cc1C | 2.4 | / | / | 3.4 | -5 | 4 | 107 | / | / | 1.4 | /
O=C1CSC(=S)N1 | -2.1 | 3 | -2.6 | 1.9 | 22 | -6 | 97 | 14 | -1 | -0.6 | -11
COC(=O)c1sc(S(=O)(=O)N2CCN(CCO)CC2)c(C(=O)OC)c1C | 0.6 | -7 | -4.2 | 0.7 | 5 | -19 | 98 | 20 | 1 | 0.6 | 3
Cc1cc2[nH]c(=O)c(=O)[nH]c2cc1S(=O)(=O)N1CCN(c2ccccc2)CC1 | 3.7 | -2 | -1.2 | 2.7 | -10 | 18 | 111 | 6 | 1 | -2.4 | -3
C/C(=N\Nc1cccc(C(=O)O)c1)c1cc2ccccc2o1 | -0.6 | -4 | -2.0 | -1.6 | -16 | -2 | 96 | 9 | 1 | -1.1 | -4
Cc1cc(C)cc(NC(=O)C2CCCN2C(=O)NC2CCCCC2)c1 (stereo not given) | 0.1 | -11 | -2.5 | 3.7 | 4 | -12 | 101 | 13 | 4 | 3.7 | 5
Cc1ccc(C2(C)NC(=O)N(CC(=O)NC(=O)NCCC(C)C)C2=O)cc1 (stereo not given) | -0.6 | -26 | 1.2 | -0.8 | -6 | 48 | 81 | -8 | 10 | 0.7 | -13
CC(CC(=O)Nc1ccccc1)NCCCN1CCCC1=O (stereo not given) | -1.1 | -16 | -1.1 | -1.6 | 5 | 15 | 97 | 6 | 4 | -1.0 | -6
Cn1c(SCc2ccc([N+](=O)[O-])cc2)nnc1-c1ccncc1 | -1.7 | 10 | -4.0 | 0.8 | 14 | -10 | 105 | 19 | -3 | -0.4 | -4
CC(C)NC(=O)N(C)C[C@H]1Oc2ccc(NC(=O)NC3CCCCC3)cc2C(=O)N([C@H](C)CO)C[C@@H]1C | 1.2 | 11 | 0.0 | 1.1 | 3 | 9 | 101 | 0 | 0 | 2.4 | 13
O=Cc1ccc(OCC(=O)NC(=O)NC2CCCCC2)cc1 | 1.9 | 8 | -2.5 | 4.2 | 4 | 5 | 105 | 14 | -2 | 0.4 | -11
NS(=O)(=O)c1cccc(NC(=O)CC23CC4CC(C2)CC(CC(=O)Nc2cccc(S(N)(=O)=O)c2)(C4)C3)c1 | -0.2 | 10 | -0.8 | 3.6 | 11 | 18 | 92 | 4 | -3 | -3.1 | -10
COc1ccc(NC(=O)CSc2nnc(C3CC3)n2N)cc1 | -0.9 | -7 | -2.1 | 1.3 | -49 | 3 | 102 | 11 | -1 | -1.0 | 8
COC(=O)COc1ccc2c(=O)c(-c3ccccc3)coc2c1 | -2.7 | -11 | 0.6 | 3.3 | -8 | -8 | 113 | -3 | 2 | -2.0 | 5
Cc1onc(-c2c(Cl)cccc2Cl)c1C(=O)OCC(=O)c1ccccc1 | 3.6 | 0 | 1.4 | 0.7 | 5 | 1 | 105 | -7 | 7 | 0.3 | 12
Cc1nn(Cc2ccc(Cl)cc2Cl)c(C)c1NC(=O)c1nc2n(n1)C(C(F)F)CC(C)N2 (stereo not given) | / | -9 | -1.4 | 1.2 | -8 | / | 104 | 8 | -4 | / | -2
CC(=O)c1ccc(N2CCN(C(=O)CCS(=O)(=O)c3ccc(C)cc3)CC2)cc1 | 2.4 | 3 | -3.0 | -0.5 | -12 | -2 | / | 12 | -1 | 0.7 | -5
COc1cccc(CNC(=O)c2nnn(CC(=O)Nc3ccc4c(c3)OCO4)c2N)c1 | 5.5 | -7 | -3.9 | -0.7 | 4 | -6 | 101 | 21 | 0 | 2.5 | -11
CC(=O)c1cccc(NC(=S)NC(=O)c2ccccc2Cl)c1 | 1.4 | 9 | -1.8 | 1.8 | 10 | -3 | 102 | 8 | 0 | 0.4 | -5
Cc1cccc(C)c1NC(=S)N1CCC(c2ccccc2)C1 (stereo not given) | 1.3 | -3 | -2.6 | 0.9 | -11 | 2 | 90 | 14 | 1 | 1.3 | -3
O=C(N1CCOCC1)N1CCN(c2nc(-c3ccccc3)cs2)CC1 | / | -27 | -0.7 | 1.0 | 6 | / | 105 | 4 | -3 | / | -7
Cc1c(C)c2ccc(OCC(=O)N3CCN(C(=O)C4COc5ccccc5O4)CC3)cc2oc1=O (stereo not given) | 5.0 | 7 | -1.6 | 0.5 | 4 | 14 | 99 | 9 | -1 | 1.2 | -3
CC1CCN(CCc2nc3cc(NC(=O)COc4ccccc4)ccc3n2C)CC1 | 1.5 | 13 | -3.0 | -2.5 | -13 | 6 | 110 | 15 | -3 | 0.8 | 8
COc1ccc(/C=N/NC(=O)C2c3ccccc3Oc3ccccc32)c(OC)c1 | 1.4 | -10 | 1.1 | 2.1 | -18 | 27 | 72 | -6 | 3 | 0.2 | -7
COc1ccc(N2C(=O)C3CCCN3C2c2ccc(C)cc2)cc1Cl (stereo not given) | 2.5 | 12 | 0.4 | 0.9 | / | 2 | / | -3 | -4 | -0.4 | 2
COCCSc1ccccc1C(=O)Nc1ccc2c(c1)OCO2 | -2.5 | 15 | -2.2 | 2.6 | -33 | / | 96 | 11 | 5 | -1.1 | -2
Cc1cccc(S(=O)(=O)Nc2ccncc2)c1 | 0.3 | -20 | -1.8 | 3.1 | 25 | 4 | 63 | 11 | 2 | -0.3 | 4
Cc1ccc(C)c(OCCC(=O)OCc2csc(CC(=O)Nc3ccccc3C)n2)c1 | / | -5 | 0.1 | 0.8 | / | / | 102 | 0 | 3 | / | -5

Compound profiles (already shown):
COc1ccc(/C=N/NC(=O)C2c3ccccc3Oc3ccccc32)c(OC)c1 as listed: AddAB inh = 1.4; HTR5A inv ctr = -10; MOR-DOR ag = 1.1; phage Ecoli inh = 2.1; PfHsp90 yeast 2 = -18; SUMO Mot1 rescue = 27; Pemphigus Ab inh = 72; OPRM1-OPRD1 inv = -6; HTR5A ag ctr = 3; Ecoli viability = 0.2; PKA-R1A act = -7
Cc1nn(Cc2ccc(Cl)cc2Cl)c(C)c1NC(=O)c1nc2n(n1)C(C(F)F)CC(C)N2 (stereo not given) as listed: AddAB inh = /; HTR5A inv ctr = -9; MOR-DOR ag = -1.4; phage Ecoli inh = 1.2; PfHsp90 yeast 2 = -8; SUMO Mot1 rescue = /; Pemphigus Ab inh = 104; OPRM1-OPRD1 inv = 8; HTR5A ag ctr = -4; Ecoli viability = /; PKA-R1A act = -2

Other entries
SMILES | AddAB inh | HTR5A inv ctr | MOR-DOR ag | phage Ecoli inh | PfHsp90 yeast 2 | SUMO Mot1 rescue | Pemphigus Ab inh | OPRM1-OPRD1 inv | HTR5A ag ctr | Ecoli viability | PKA-R1A act
CC(COc1ccccc1)OC(=O)Nc1ccccc1 (stereo not given) | / | -10 | -0.6 | 1.4 | -9 | / | 97 | 3 | 3 | / | -14
Cc1cc(C)n2nc(SCC(=O)N/N=C/c3cccc(Br)c3)nc2n1 | 0.3 | 17 | 3.7 | 1.4 | / | -2 | 102 | -22 | -7 | -2.2 | 9
Cc1ccc(S(=O)(=O)Cc2sc3ccccc3[n+]2C)cc1 | -0.5 | -6 | -1.1 | / | -3 | 3 | 96 | 6 | 10 | -1.5 | -8
Fc1ccc(/C=C/c2nnc(-c3cccs3)o2)cc1 | 5.9 | -2 | 0.0 | 5.6 | -34 | 25 | 99 | 0 | 1 | -0.8 | -13
